Source: PubChem (several laboratories)
CCHFV vOTU inh = blocks the CCHF virus ovarian tumor domain protease. actives 0.55% (n = 370,000). AID 651958. CCHFV vOTU protease, Pep-AMC fluorescence. inhibition, % at 11.5 µM; in the data active = inhibition above about 30%; also: 0% = vehicle wells with enzyme and 100% = no enzyme wells
Rv3671c inh = inhibitors of M. tuberculosis serine protease Rv3671c. inhibition, % at 5.96 µM. AID 2606. P9WHR9. actives 0.048% (n = 320,000); in the data active = inhibition above about 38%;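 also: extracellular domain of Rv3671c used as enzyme; 0% = enzyme with DMSO and 100% = no enzyme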
Target sequence (P9WHR9 whole entry, looked up, the tested form may be a part): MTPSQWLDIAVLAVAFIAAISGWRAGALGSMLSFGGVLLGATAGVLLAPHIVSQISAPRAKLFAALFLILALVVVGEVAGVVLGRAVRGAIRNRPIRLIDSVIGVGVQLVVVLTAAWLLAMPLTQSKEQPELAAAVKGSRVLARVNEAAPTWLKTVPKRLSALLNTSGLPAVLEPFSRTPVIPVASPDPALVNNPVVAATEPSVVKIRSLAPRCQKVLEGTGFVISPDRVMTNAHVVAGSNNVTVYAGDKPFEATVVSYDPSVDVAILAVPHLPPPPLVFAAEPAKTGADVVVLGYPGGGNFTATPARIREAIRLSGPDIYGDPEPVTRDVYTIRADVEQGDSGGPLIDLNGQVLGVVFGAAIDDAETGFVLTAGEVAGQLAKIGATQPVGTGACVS
Y pestis TopoI = inhibitors of Yersinia pestis topoisomerase I | actives 0.064% (n = 360,000) | Y. pestis Topo-I cleavage product accumulation, plate reader | AID 504884 | activity, % at 10 µM; in the data active = activity above about 50%, passing the limit was not always enough; also: inactives centre near 2
MazF activator = MazEF (E. coli) toxin RNase activation; P0AE70; FAM/BHQ RNA-DNA oligo cleavage fluorescence, 5 h; activation, % at 20 µM; actives 0.32% (n = 350,000); AID 504720; in the data active = activation above about 50%
Target sequence (P0AE70 whole entry, looked up): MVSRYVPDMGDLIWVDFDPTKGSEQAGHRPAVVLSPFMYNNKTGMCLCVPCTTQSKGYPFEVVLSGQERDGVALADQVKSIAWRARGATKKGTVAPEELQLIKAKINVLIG
VHR inh abs = inhibitors of human VHR1 phosphatase (DUSP3); inhibition, % at 13.3 µM; P51452; AID 1654; actives 0.52% (n = 290,000); recombinant VHR phosphatase, pNPP absorbance; in the data active = inhibition above about 50%; also: some compounds called inactive have numbers as strong as hits
Target sequence (P51452 whole entry, looked up): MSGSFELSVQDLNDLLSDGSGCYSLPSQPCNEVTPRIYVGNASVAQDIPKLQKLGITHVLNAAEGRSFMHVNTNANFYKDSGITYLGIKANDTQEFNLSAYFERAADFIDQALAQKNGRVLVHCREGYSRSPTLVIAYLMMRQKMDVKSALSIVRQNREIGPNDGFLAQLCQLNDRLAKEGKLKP
BH1578 lux ind = quorum light induction in luxS cqsA deficient V. cholerae | V. cholerae BH1578 lux reporter, luminescence, 6 h | activation, % at 18.7 µM | actives 0.16% (n = 350,000); in the data active = activation mostly above about 9.7%, no sharp cut-off; also: not every result past the cut was called active; inactives centre near 0; reference of the scale not given here
PriA SSB inh = K. pneumoniae PriA-SSBct interaction inhibition. AlphaScreen SSBct-PriA binding, biotinylated peptide. inhibition, % at 33 µM. actives 0.6% (n = 430,000); in the data active = inhibition mostly above about 37%, no sharp cut-off; inactive = mostly below about 20%;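 also: plate controls were negative control peptide for no effect and reference peptide for full effect; strong numbers were not always called active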
TcdB GH inh = blocks C. difficile toxin B glycohydrolase activity; P18177; TcdB glycohydrolase enzymatic assay, plate reader; inhibition, % at 9.99 µM; actives 0.24% (n = 350,000); in the data active = inhibition above about 10%
PrPC TRFRET = cell surface PrPC inhibition, primary TR-FRET screen. actives 0.43% (n = 370,000). inhibition, % at 13.8 µM. P04156. AID 720596. TR-FRET read-out; in the data active = inhibition above about 24%; also: 0% = median of the test wells and 100% = reference compound wells
SARS 3CLpro inh = SARS-CoV 3CLpro protease inhibition; P0C6X7; recombinant SARS-CoV 3CLpro, quenched FRET peptide cleavage; inhibition, % at 6 µM; actives 0.14% (n = 290,000); AID 1706; in the data active = inhibition above about 12%
* = called active by the depositor; i = inactive; · = no result given; & = joins results of further samples.

| mol | CCHFV vOTU inh | Rv3671c inh | Y pestis TopoI | MazF activator | VHR inh abs | BH1578 lux ind | PriA SSB inh | TcdB GH inh | PrPC TRFRET | SARS 3CLpro inh |
| --- | --- | --- | --- | --- | --- | --- | --- | --- | --- | --- |
| Cc1cccc(CCNC(=O)CC2C(=O)NCCN2CC2CCCCC2)n1 (configuration not stated) | 4 | -2 | 26 | -4 | 0 | i | -6 | -0.1 | 12 | -1 |
| COc1cccc(CN2CCC2(C)C(=O)Nc2cccc3cccnc23)c1OC (configuration not stated) | 8 | · | -3 | · | · | 0.9 | · | 2.4 | 4 | · |
| COc1ccc(-c2oc3ccccc3c2C(=O)OCc2ccc([N+](=O)[O-])cc2)cc1 | 9 | -6 | -1 | -9 | 1 | i | 4 | -0.1 | 4 | -3 |
| O=C(CCCSc1nc2sc3c(c2c(=O)[nH]1)CCC3)NCCO | -5 | -6 | 3 | -2 | -9 | i | 1 | · | 10 | 3 |
| COc1ccc(C(CNC(=O)CSc2ccccc2F)N2CCOCC2)cc1 (configuration not stated) | 4 | 2 | 3 | -16 | · | -5.7 | -18 | 6.7 | -4 | · |
| COc1ccc(C(=O)OCC(=O)NC2CC2)cc1OC | 11 | 0 | 2 | 8 | · | -0.3 | 0 | 1.8 | 5 | · |
| CCc1ccc(OCC(=O)N(CC)CC)cc1 | 2 | 6 | -3 | -6 | 3 | i | -7 | -0.2 | 3 | -1 |
| CC(=O)Oc1ccc2c(=O)c(Oc3ccccc3)c(C)oc2c1OC(C)=O | -8 | 4 | -2 | -7 | 4 | -0.9 | -19 | 4.5 | -4 | 5 |
| COc1ccccc1-n1c(CNC(=O)c2ccc(S(=O)(=O)N3CCOCC3)cc2)n[nH]c1=S | -15 | -2 | 9 | 3 | 8 | i | -9 | · | -4 | -1 |
| CCC(C)(C)NC(=O)C1CCC(CNS(=O)(=O)c2cccc3nsnc23)CC1 (configuration not stated) | · | -3 | 7 | 13 | -2 | 3.4 | -3 | · | · | 2 |
| Cc1ccccc1NC(=O)C(C)OC(=O)CCC(=O)N(CC(C)C)c1c(N)n(CC(C)C)c(=O)[nH]c1=O (configuration not stated) | 17 | -3 | 8 | 2 | · | -2.8 | 1 | 2.5 | -1 | · |
| Cc1cc(NC(=O)CSc2nnc(-c3ccncc3)n2Cc2ccccc2)n(-c2ccccc2)n1 | 0 | 4 | -4 | 3 | 23 | 0.5 | -2 | 0.9 | -4 | -1 |
| COc1ccc(C)cc1NC(=O)C1CCCN(S(=O)(=O)c2cccs2)C1 (configuration not stated) | 1 | -4 | 15 | 14 | 31 | -0.2 | -3 | 0.7 | 6 | -3 |
| Cc1ccc2c(C)c(C(=O)Nc3nnc(C)s3)oc2c1 | 11 | -8 | 4 | 9 | 33 | · | -3 | · | -7 | 0 |
| CC1(C)CC(=O)C2=C(C1)N(CCN1CCOCC1)C1=C(C(=O)CC(C)(C)C1)C2c1cccc(F)c1 | -79 | 11 | -12 | 3 | -4 | i | -12 | · | -2 | -5 |
| CN1CCN(/C=N/C2=C(C#N)C(c3ccccc3)C3=C(CC(C)(C)CC3=O)O2)CC1 (configuration not stated) | -3 | -6 | -2 | -2 | 11 | 3.0 | · | · | 7 | -1 |
| COc1ccc(NC(=O)Cn2c(C(C)C)nc(C)cc2=O)cc1Cl | 24 | 9 | 2 | -3 | 12 | · | 2 | -1.5 | -7 | 2 |
| NNC(=O)c1nn(-c2ccc(Cl)cc2)cc1O | -8 | 4 | 1 | 10 | 40 | -0.5 | 1 | -1.3 | -6 | 2 |
| COc1cccc(NC(=O)CN(C)C(=O)c2cc3ccccc3cc2OC)c1 | 0 | -10 | -5 | 3 | · | i | -2 | 1.6 | 5 | · |
| CCCCc1ccc(N2C(=O)[C@@H]3C(CC(N)=O)NC4(C(=O)Nc5ccc(F)cc54)[C@@H]3C2=O)cc1 (some centres not stated) | 5 | 0 | 10 | 4 | 51* | -5.0 | 7 | · | -4 | -2 |
| COc1cc(C(=O)Nc2ccc3c(c2)ncn3C(C)(C)C)cc(OC)c1OC | 2 | · | 2 | -9 | -8 | i | -1 | 0.1 | 5 | 1 |
| COc1cccc(CCN2C(=O)C(=O)N([C@@H](CNCc3ccccc3)Cc3ccccc3F)C[C@@H]2C(C)(C)C)c1 | · | -9 | · | -11 | -5 | · | 5 | · | · | · |
| Cc1c(CCOC(=O)CC23CC4CC(CC(C4)C2)C3)sc[n+]1CC(=O)c1ccccc1 | 15 | 3 | 12 | 30 | 7 | -0.2 | -33&10 | 2.3 | -9 | 0 |
| O=C(CCC(=O)c1ccccc1)NCCOc1ccccc1 | -1 | 0 | 0 | 7 | 12 | -0.3 | -14 | -0.3 | 13 | 2 |
| CCC(CC)C(=O)N(C)c1c(C)nc2c(OCc3cccc(OC)c3)cccn12 | 0 | · | 16 | · | · | i | · | 1.2 | 4 | · |
| CCOC(=O)c1ccc(N/C=C/C(=O)c2ccco2)cc1 | 0 | 1 | 4 | -10 | 24 | i | 2 | · | 2 | -3 |
| O=C(CSc1cccs1)Nc1cccc2ccccc12 | 1 | -2 | 5 | 3 | -15 | 3.1 | -24 | 0.9 | 0 | 2 |
| O=C(Nc1cc(Cl)ccc1Cl)c1ccc(-c2ccccc2)cc1 | -2 | -2 | 0 | 0 | -5 | -0.3 | -3&-13 | 0.8 | 6 | -1 |
| Clc1ccccc1-c1nnc(-c2cccnc2)o1 | 4 | -5 | 0 | 4 | 34 | -0.5 | -4 | -0.6 | -3 | 0 |
| COc1ccc(C(=O)Nc2cccc(C(=O)N/N=C/c3ccc(OC)cc3OC)c2)cc1 | 7 | -116 | 5 | -1 | 13 | -3.3 | · | 0.9 | -7 | -1 |
| O=C(Cc1ccc2c(c1)OCCO2)Nc1ccc(Cl)c(S(=O)(=O)N2CCOCC2)c1 | 10 | -6 | 6 | -11 | · | i | 4 | 0.2 | 4 | · |
| CC(C)CNC(=O)COC(=O)c1ccc(Cl)c(S(N)(=O)=O)c1 | 2 | 0 | 1 | 6 | 20 | 0.4 | -15 | · | -3 | 1 |
| O=c1[nH]c(NC2CCCCC2)nnc1Cc1ccccc1 | -11 | -2 | 2 | 6 | 12 | -0.3 | -10 | · | 1 | 2 |
| Cc1cc2c(c(=O)o1)C(c1cccs1)C(C#N)=C(N)O2 (configuration not stated) | 10 | 3 | -4 | -11 | -11 | -0.3 | 5 | 0.4 | 2 | -3 |
| COc1cc2c(cc1OC)C(c1ccc(C)o1)CC(=O)N2 (configuration not stated) | -27 | -5 | 8 | 5 | -2 | i | -6 | -4.5 | -2 | 0 |
| Cn1c(Oc2ccncc2)nc2cc(-c3ccsc3)sc2c1=O | -3 | · | 10 | · | · | 0.1 | · | 1.0 | -25 | · |
| COc1ccc(N2C(=O)CC(Nc3ccc(N4CCOCC4)cc3)C2=O)c(OC)c1 (configuration not stated) | 14 | 5 | 1 | 7 | 13 | -0.7 | 8 | -0.2 | -18 | 3 |
| COc1ccc(OC)c(NC(=O)C2(C)CCN2Cc2ccccc2Cl)c1 (configuration not stated) | -9 | · | 2 | · | · | -3.0 | · | -0.8 | 5 | · |
| C/C(=N\OCC(=O)Nc1ccc2c(c1)OCCO2)c1ccc2c(c1)OCCO2 | -14 | 0 | 11 | -2 | 9 | -0.2 | · | · | 18 | -4 |
| O=S(=O)(c1ccc(F)cc1)N1CCCNCC1 | 20 | 0 | 5 | -7 | -12 | i | -12 | 1.7 | -14 | 5 |
| CCOC(=O)n1c(=O)n(Cc2cccc(F)c2)c2ccccc21 | 6 | 7 | 4 | -2 | 19 | i | -26 | 2.9 | -5 | 1 |
| CCOC(=O)c1c(C)nc2c(c1-c1ccc(OC)c(OC)c1)C(=O)c1ccccc1-2 | -4 | 0 | -10 | -6 | 11 | i | -5 | -0.8 | -2 | 0 |
| CCOC(=O)C1=C(C)NC(C)=C(C(=O)OCC)C1C(=O)OCC(=O)N(C)C1CCS(=O)(=O)C1 (configuration not stated) | 3 | -12 | 5 | 0 | 5 | 1.2 | 1 | 0.5 | 6 | 3 |
| Cc1cccc(C(=O)NNC(=O)c2ccccc2[N+](=O)[O-])c1 | -7 | -3 | 0 | 5 | 11 | -0.6 | -13 | -1.6 | -3 | 2 |
| CCCS(=O)(=O)N1CCN(S(=O)(=O)c2ccccc2)CC1 | 2 | -5 | 3 | 3 | 27 | -2.1 | -14 | · | -1 | 3 |
| Cc1ccc(OCCn2c(=O)n(C)c3ccccc32)cc1 | -9 | -1 | 17 | 5 | 2 | -1.2 | -18 | 0.5 | -6 | 8 |
| COc1ccc(OC)c(NP(=O)(Oc2ccc(Cl)cc2)Oc2ccc(Cl)cc2)c1 | -4 | 3 | -4 | 1 | 8 | -0.2 | -15 | 0.0 | 3 | -2 |
| CCOC(=O)C1(Cc2cccc(Cl)c2)CCCN(C(=O)c2c(CC)noc2C)C1 (configuration not stated) | 11 | 5 | 40 | -2 | -41 | i | -13 | 1.3 | 5 | -2 |
| Cc1csc2c(SCC(=O)NNS(=O)(=O)c3cccc(C(F)(F)F)c3)ncnc12 | 6 | 0 | -5 | 10 | 6 | -0.6 | -3 | 0.6 | -1 | 0 |
| CCCn1c2ccccc2c2cnn(CC(=O)NC3CCCCC3C)c(=O)c21 (configuration not stated) | 12 | -8 | -4 | 5 | 44 | 0.5 | -10 | 0.1 | -8 | -3 |

Ordered by length of the SMILES (lowest first): some entries from above
| mol | CCHFV vOTU inh | Rv3671c inh | Y pestis TopoI | MazF activator | VHR inh abs | BH1578 lux ind | PriA SSB inh | TcdB GH inh | PrPC TRFRET | SARS 3CLpro inh |
| --- | --- | --- | --- | --- | --- | --- | --- | --- | --- | --- |
| O=c1[nH]c(NC2CCCCC2)nnc1Cc1ccccc1 | -11 | -2 | 2 | 6 | 12 | -0.3 | -10 | · | 1 | 2 |
| CCOC(=O)n1c(=O)n(Cc2cccc(F)c2)c2ccccc21 | 6 | 7 | 4 | -2 | 19 | i | -26 | 2.9 | -5 | 1 |
| CC(C)CNC(=O)COC(=O)c1ccc(Cl)c(S(N)(=O)=O)c1 | 2 | 0 | 1 | 6 | 20 | 0.4 | -15 | · | -3 | 1 |
| CCCn1c2ccccc2c2cnn(CC(=O)NC3CCCCC3C)c(=O)c21 (configuration not stated) | 12 | -8 | -4 | 5 | 44 | 0.5 | -10 | 0.1 | -8 | -3 |
| CCOC(=O)C1(Cc2cccc(Cl)c2)CCCN(C(=O)c2c(CC)noc2C)C1 (configuration not stated) | 11 | 5 | 40 | -2 | -41 | i | -13 | 1.3 | 5 | -2 |

The list goes on:
Sequence of screens: CCHFV vOTU inh | Rv3671c inh | Y pestis TopoI | MazF activator | VHR inh abs | BH1578 lux ind | PriA SSB inh | TcdB GH inh | PrPC TRFRET | SARS 3CLpro inh
CN(C(=O)CN1C(=O)S/C(=C\c2cccc(Cl)c2)C1=O)C1CCS(=O)(=O)C1 (configuration not stated)
    5 | -6 | 16 | 1 | -9 | i | 6 | 1.4 | -10 | 8
O=[N+]([O-])c1ccc(CSc2nnc(Cc3ccccc3)n2-c2ccc(F)cc2)cc1
    20 | 4 | 33 | 6 | 7 | -4.8 | 9 | · | -2 | 6
Cn1cnc([N+](=O)[O-])c1S(=O)(=O)Oc1ccc(Cl)cc1
    8 | · | 6 | 4 | · | -1.0 | -16 | 0.8 | -7 | ·
CCc1nnc(NC(=O)CN2CCN(Cc3ccc(F)cc3)CC2)s1
    1 | -2 | 8 | -1 | 14 | i | -6 | 1.8 | -10 | -1
Cc1cc(-c2nnc(CCC(=O)NC(c3ccccc3)c3ccccc3)o2)no1
    4 | 4 | 6 | 0 | 7 | i | -8 | 0.4 | 6 | 4
Cc1ccc(S(=O)(=O)N(C)C)cc1NC(=O)CCCNC(=O)c1ccc(Cl)cc1
    -2 | -16 | 12 | 9 | 6 | -3.1 | -8 | -0.1 | 9 | -8
CCOCCCNC(=O)c1ccc(C2SCC(=O)N2Cc2ccccc2)cc1 (configuration not stated)
    -14 | 3 | 4 | 4 | -6 | 0.2 | -11 | -0.9 | 4 | 1
O=C1C2C3C=CC(CC3)C2C(=O)N1/N=C/c1c(O)ccc2ccccc12 (configuration not stated)
    9 | -5 | 8 | 1 | 7 | -0.4 | · | 1.1 | 1 | -1
C1=C(c2ccccc2)CCN(c2ncnc3nc[nH]c23)C1
    -10 | -1 | 5 | 1 | 11 | -0.2 | -9 | 0.9 | -11 | 0

Some of the compounds tested (hit frequency here may not be typical).
